m5-HT2A agonist: mouse HTR2A agonism via beta-arrestin recruitment. CHO-K1 mHTR2A beta-arrestin complementation, luminescence; percent of 30 µM serotonin response. activation, % at 7.6 µM. hit rate 0.66% among 360,000. AID 624169;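 active means activation above a run cutoff, the mean activation of all tested compounds plus 3 SD, cut at about 14% in these data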;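 further: 0% = plate median of compound wells and 100% = 30 µM serotonin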
Target sequence (P35363 whole entry, looked up): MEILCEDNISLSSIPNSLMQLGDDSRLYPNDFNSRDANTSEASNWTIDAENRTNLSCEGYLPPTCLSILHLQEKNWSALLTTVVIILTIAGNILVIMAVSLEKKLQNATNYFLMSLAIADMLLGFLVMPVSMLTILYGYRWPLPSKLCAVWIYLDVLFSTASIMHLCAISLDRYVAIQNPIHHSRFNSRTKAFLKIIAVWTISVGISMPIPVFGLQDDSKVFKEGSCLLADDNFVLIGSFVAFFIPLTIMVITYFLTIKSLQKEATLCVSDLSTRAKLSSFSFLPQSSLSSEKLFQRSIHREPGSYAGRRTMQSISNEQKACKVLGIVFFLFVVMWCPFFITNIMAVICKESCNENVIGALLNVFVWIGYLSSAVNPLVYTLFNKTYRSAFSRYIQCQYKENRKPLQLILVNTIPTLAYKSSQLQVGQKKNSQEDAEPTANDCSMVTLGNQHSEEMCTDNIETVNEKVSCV
H9c2 protect: protects H9c2 cardiomyocytes from peroxide injury. protection from H2O2 cell death, % at 20 µM. hit rate 0.63% among 360,000. H2O2 injury protection, ATPLite, 2 h;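 active means compounds giving at least 50% protection of heart cells from peroxide-induced death in the single-dose screen, raw or plate-pattern-corrected value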;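 further: 0% = DMSO wells with peroxide and 100% = DMSO wells without peroxide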
aDG glyco act: increases alpha dystroglycan glycosylation. Pro5-aDG cells, alpha-DG glycosylation AlphaScreen (IIH6); 0% Pro5, 100% B10-LARGE cell signal. AID 624168. hit rate 0.22% among 360,000. activation, % at 10 µM;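 active means activation of at least 8% versus controls, or a plate z-score of at least 8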;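 further: Pro5 are CHO cells carrying HIG-tagged alpha-DG that lacks glycosylation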
hiPSC survival: hiPSC single-cell survival enhancement. ATPlite luminescence; 100% = ROCK inhibitor wells, 0% = DMSO. survival enhancement, % at 20 µM. hit rate 0.044% among 360,000. AID 602274; in the data active means survival enhancement above about 18%;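 further: cells exposed to compounds for 16 hours before the ATP read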
PDI turbidity: inhibitors of human protein disulfide isomerase | inhibition, % at 10 µM | AID 588391 | PDI insulin aggregation turbidity, A650, 90 min | P07237 | hit rate 0.052% among 350,000;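 active means mean inhibition across replicates of 30% or more, whatever share of single replicates reach that level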;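 further: absorbance from insulin aggregation driven by PDI reduction with DTT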
N-glyco inh: blocks N-linked glycosylation in D54 reporter cells; D54 ERlucT glycosylation luciferase reporter, 24 h; percent of 100 nM tunicamycin response; reporter increase, % at 12.5 µM; hit rate 0.23% among 360,000;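 active means mean luciferase reporter signal, scaled so untreated is 0 and the glycosylation-blocking control 100, at or above a set limit in every replicate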;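 further: luciferase carries N-glycosylation sites so blocking glycosylation raises the light; 0% = median of neutral control wells and 100% = median of 100 nM tunicamycin wells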
Granule exo inh: lytic granule exocytosis inhibition. TALL-104 LAMP-1 surface exposure, flow cytometry; cells stimulated with thapsigargin and PMA. inhibition, % at 10 µM. hit rate 0.66% among 360,000;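 active means inhibition above about 55%, limit read from the data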
CaV13 ICDI inh: Primary screen for inhibitors of IQ motif and Ca2+-dependent inactivation inhibitor domain binding in CACNA1D, Förster resonance energy transfer in living cells, … | inhibition, % at 12.3 µM | HEK cells, CFP/YFP FRET ICDI-IQ, plate reader, 10 min; percent FRET-ratio fall versus neutral wells | hit rate 0.098% among 340,000;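 active means mean replicate inhibition of at least 30% and at least 1% of replicates passing that level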;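 further: 0% = median of the neutral control wells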
Vif inh: blocks HIV Vif function. HEK293T cells, Vif self-association by quenched fluorescence, imaging, 24 h. inhibition, % at 7.49 µM. hit rate 0.35% among 340,000; in the data active means inhibition above about 50%, passing the limit was not always enough; further: some results filed as inactive read as strong as hits
ABCB6 inh MLPCN: inhibitors of human ABC transporter ABCB6. K562-ABCB6 porphyrin accumulation, flow cytometry, 1 h; hits give low values. hit rate 0.19% among 360,000. Q9NP58. AID 602162. fluorescence ratio to DMSO, % at 10 µM;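 active means fluorescence ratio to DMSO below 75%, the collection mean minus 3 SD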;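 further: signal is porphyrin accumulated inside mitochondria; 100% equals median channel fluorescence of DMSO control wells; lower ratio means ABCB6 inhibition with less porphyrin fluorescence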
Active calls of the source: *; / = not tested or not shown. Rows were taken by chance. Share with any hit: about 3.1%.

SMILES	m5-HT2A agonist	H9c2 protect	aDG glyco act	hiPSC survival	PDI turbidity	N-glyco inh	Granule exo inh	CaV13 ICDI inh	Vif inh	ABCB6 inh MLPCN
Cc1nn(C)cc1CN(C)Cc1c(C(=O)N(C)Cc2ccccc2)nc2ccccn12	1	2	-0.2	-1.7	-5	1	-3	0	0	100
CCOC(=O)C1(Cc2ccc(Cl)cc2)CCN(C(=O)C2=NNC(=O)CC2)CC1	0	-3	0.1	-2.0	5	1	0	-5	-4	102
c1ccc(CCc2nc3ccccc3[nH]2)cc1	4	-6	0.2	-3.1	-1	0	-12	-1	8	96
CCc1nc2nc(C)cc(C)n2c1Nc1ccc(OC)cc1	2	/	0.1	0.2	/	/	-3	-11	/	131
CN(CCCNC(=O)c1ccccc1F)CCCNC(=O)c1ccccc1F	-3	-2	-0.1	-0.5	5	0	-16	0	2	97
Cc1ccccc1NC(=O)Cc1nc(COC(=O)CCOc2ccccc2)cs1	4	5	-0.1	-0.1	4	1	-2	-6	8	95
CCN(CC)S(=O)(=O)c1cccc2c(N(C)C)cccc12	2	-19	0.1	-0.6	5	-1	-6	-6	-28	105
Cc1onc(C(=O)N2C(C)CCCC2C)c1[N+](=O)[O-] (stereo not given)	2	2	0.2	-1.1	-4	0	-5	-3	-4	91
CCCCc1c(O)nc(SCCN(C)C)n(-c2ccccc2)c1=O	-3	3	-0.2	-1.5	-3	3	-2	-2	29	97
Fc1ccc(N2CCN(C(=S)NCc3ccco3)CC2)cc1	-7	-1	0.3	0.2	4	-2	3	9	-3	101
Cc1ccc(CC(=O)Nc2cc(C)on2)cc1	5	7	-0.1	1.2	1	0	-1	/	-2	98
O=C(Cc1ccsc1)N1CCN(S(=O)(=O)c2ccccc2F)CC1	2	10	-0.1	-0.7	-3	3	-7	-22	0	101
COCCN(CC(=O)Nc1cccc(C)c1C)C(=O)c1cc2ccccc2cc1OC	2	7	0.2	-0.3	1	-3	8	-5	3	94
O=C(NC1CCCC1)C(c1ccc(F)cc1)N(Cc1ccccc1Cl)C(=O)CCl (stereo not given)	3	-5	0.2	2.1	12	3	4	-5	4	100
O=C(OCc1ccc([N+](=O)[O-])cc1)c1cc2ccccc2oc1=O	0	-3	0.4	-0.4	-5	1	4	-4	-9	93
CC(C)NC1CCC(Nc2ccnc3cc(Cl)ccc23)CC1 (stereo not given)	0	-11	1.0	-1.7	3	0	-6	-6	-6	91
COc1cc(NS(=O)(=O)c2ccc3[nH]c(=O)[nH]c3c2)cc(OC)c1	2	5	0.0	0.4	-3	2	-1	-2	0	95
N#CCCN(C(=O)CSc1ccc2c(c1)OCCO2)c1ccccc1	0	8	-0.1	-0.3	1	1	0	-5	-2	95
Nc1ccccc1C(=O)NC(=O)Nc1ccc(Oc2ncc(Br)cn2)c(Cl)c1	6	4	-0.1	-2.4	-3	3	-2	-6	10	93
O=C(NCC(=O)N1CCN(Cc2ccc3c(c2)OCO3)CC1)c1ccccc1F	0	4	0.1	-1.4	1	-1	-2	-6	7	95
C/C(=N\NC(=O)c1ccc(O)cc1)c1cc2ccccc2o1	0	0	0.6	1.6	5	2	0	-3	0	99
Cc1ccc(CN2C(=O)CCC2C(=O)NCc2ccc(F)cc2)cc1 (stereo not given)	-5	-1	-0.1	0.2	-10	1	-2	/	1	96
O=C1C(NS(=O)(=O)c2cccs2)=C(N2CCN(Cc3ccccc3)CC2)C(=O)c2ccccc21	5	37	-0.5	-0.3	-7	12	18	-17	6	99
CC(=O)C1=C(O)C(=Cc2ccccc2)OC1=O	-2	-15	0.0	-2.2	1	0	7	-16	-2	90
Cc1ccc(C(=O)O)cc1NC(=S)NC(=O)c1ccc([N+](=O)[O-])c(C)c1	4	-5	0.0	0.4	-5	2	1	-6	-1	97
CCS(=O)(=O)N1CCN(C2CCC(C)CC2)CC1 (stereo not given)	2	1	-0.1	0.0	-2	-2	2	/	-6	99
COc1ccc(OC)c(NC(=O)C(=O)NNC(=O)c2cccs2)c1	-3	3	-0.3	2.5	6	2	-3	2	/	99
Cc1ccc(OCC(=O)N/N=C/c2ccccc2)c([N+](=O)[O-])c1	-3	-12	0.1	-2.6	-8	0	-2	-4	3	82
COc1ccc(NC(=O)N(C)C[C@H]2Oc3ccc(NS(=O)(=O)c4cccs4)cc3C(=O)N([C@@H](C)CO)C[C@@H]2C)cc1	1	1	-0.1	-0.8	-28	2	-4	-6	-2	97
COC(=O)c1ccc(OC(=O)c2cnccn2)cc1	0	-4	-0.1	0.2	0	0	-5	-3	-10	163
CS(=O)(=O)N(CC(=O)N1CCN(Cc2ccccc2)CC1)Cc1ccccc1	0	4	0.1	-2.0	15	0	-1	-8	-10	98
Fc1ccc(N/N=C/C=C/c2ccccc2)c(F)c1	-3	-6	-0.3	4.3	3	-1	21	-5	9	100
C/C(=N\N1C(=O)c2ccccc2C1=O)c1cccc([N+](=O)[O-])c1	6	13	-0.1	3.7	-9	3	0	-3	2	91
COC(=O)N/N=C/c1ccc(OC(=O)c2ccco2)c(OC)c1	1	-2	0.1	-0.2	-4	2	-5	-5	-2	105
O=C(c1cn(Cc2ccccc2)nc1-c1cccnc1)N1CCN(Cc2c(F)cccc2Cl)CC1	-4	-3	-0.1	-0.5	0	-2	-3	-4	0	102
O=C(/C=C/c1cccs1)NNC(=O)c1ccccc1	10	5	-0.3	-0.3	-3	3	0	-2	-2	96
CC(C)OC(=O)CC(=O)CSc1nc2c(cc1C#N)CCC2	-2	-1	0.0	0.4	-5	3	-3	-4	22	98
O=C(CN1CCN(c2ccccn2)CC1)N1CC(O)CO1 (stereo not given)	7	13	0.0	1.1	2	1	-1	-6	-2	101
O=C(Nc1ccc(NS(=O)(=O)c2ccccc2)cc1)c1cccnc1	2	-8	-0.1	-0.8	-2	2	-4	-4	/	97
CCOC(=O)NN=C1c2ccccc2-c2ccccc21	-2	9	0.0	0.0	-2	4	4	-5	-2	95
COc1cccc(CN2CCN(CC#Cc3ccccc3)CC2CCO)c1 (stereo not given)	-2	-6	0.1	2.3	4	3	8	-21	-2	94
Cc1ccccc1C(=O)Nc1ccnn1C1CCN(Cc2ccncc2)CC1	8	-2	-0.2	0.2	-3	1	3	-1	8	94
COc1ccc(-c2cc(C(F)(F)F)nc(SCC(=O)Nc3sc4c(c3C#N)CCC4)n2)cc1	2	-10	0.0	-1.0	-1	0	-1	-5	17	99
CCN1CC(CN(C)Cc2nc(-c3ccc(C(F)(F)F)cc3)no2)CC1=O (stereo not given)	4	-15	0.0	-0.1	-1	-1	1	-1	3	96
CCCCCOC(=O)C1=C(C)Nc2nnnn2C1c1ccc(OC)c(OC)c1OC (stereo not given)	5	-3	0.0	5.9	12	-2	-3	-8	9	90
Nc1ccccc1-n1cccc1	2	4	0.0	-0.2	0	0	5	-5	-6	112
Cc1nn(CC#N)c(=O)n1N(C)c1ncc(C(F)(F)F)cc1Cl	-1	-2	-0.5	-0.7	3	-1	-11	4	26	102
O=C(CNCC1CCCCC1)Nc1cccc(S(=O)(=O)N2CCOCC2)c1	-2	2	0.7	5.0	5	-2	3	4	1	102

Record cards, from the list above. Order of values: m5-HT2A agonist	H9c2 protect	aDG glyco act	hiPSC survival	PDI turbidity	N-glyco inh	Granule exo inh	CaV13 ICDI inh	Vif inh	ABCB6 inh MLPCN
Entry for CCCCCOC(=O)C1=C(C)Nc2nnnn2C1c1ccc(OC)c(OC)c1OC (stereo not given) : 5	-3	0.0	5.9	12	-2	-3	-8	9	90
Entry for O=C(CNCC1CCCCC1)Nc1cccc(S(=O)(=O)N2CCOCC2)c1 : -2	2	0.7	5.0	5	-2	3	4	1	102

The results go on.
SMILES	m5-HT2A agonist	H9c2 protect	aDG glyco act	hiPSC survival	PDI turbidity	N-glyco inh	Granule exo inh	CaV13 ICDI inh	Vif inh	ABCB6 inh MLPCN
Cc1ccc(S(=O)(=O)N2CCN(C(=O)CN3CCc4ccccc4C3)CC2)cc1	5	6	0.4	-1.6	-3	1	-3	-8	3	95
Cc1c(Cl)cccc1NC(=O)CSc1nncn1-c1ccccn1	-1	11	-0.2	0.4	-3	-1	12	-4	-18	101
COc1ccc(-c2csc(=NCCO)n2-c2ccccc2)cc1	1	-13	0.1	-0.6	6	-3	2	-3	-3	96
Cc1cccc(N=NC(=S)NNc2cccc(C)c2)c1	1	-1	-0.5	-3.9	-2	-4	13	-7	10	101
CC(C)(C)c1nn(-c2ccccc2)c2nc(Cl)c(C=O)cc12	-1	-2	-0.4	0.2	-4	4	2	/	4	110
CCOc1ccccc1-c1c2cc(O)c(=O)cc-2oc2cc(O)c(O)cc12	-3	60*	0.0	-3.3	-3	-13	-1	/	-2	139
CCCn1nnc(NC(=S)NC(=O)c2ccc(-c3ccc(Br)cc3)o2)n1	-1	12	0.1	-0.5	-6	-1	5	-4	7	103
Cc1ccc(C(OCC(C)(C)C[N+](C)(C)C)c2ccccc2)cc1 (stereo not given)	-8	-7	-0.5	-2.9	3	0	5	-3	-1	91
O=C(CSc1nc2ccccc2n1CC(=O)N1CCCC1)NCc1ccc2c(c1)OCO2	-1	10	0.1	0.2	2	1	3	-5	9	92
COc1ccccc1Nc1nc(N)nc(CN2CCCCCC2)n1	0	19	-0.1	-0.1	0	1	6	-2	5	102
O=C(CCCn1c(=O)c2cccn2c2cccnc21)NCCc1ccc(Cl)cc1	3	-1	0.8	-0.5	-4	-1	3	-2	2	99

Screening results from PubChem BioAssay.
